# Assay outcomes (PubChem)
# Cav3 T inh – human Cav3.2 channel inhibition, primary screen; O95180; Cav3.2-expressing cells, Fluo-4 calcium fluorescence FDSS; active compounds read low; B-score at 10 µM; 100,000 tested, 4% active;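 active = single-dose well whose peak fluorescence ratio is a statistical outlier from its plate by either plate-standardised score or position-corrected B-score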
# The depositor's hits bear a star.
SMILES,Cav3 T inh
Nc1nnc(SCC(=O)Nc2ccc3c(c2)OCCO3)s1,0.41
O=C(CN1CCC(O)(c2ccccc2F)CC1)NCCc1c[nH]c2ccccc12,-2.5
C=CCn1c(SCC(=O)Nc2sccc2C(N)=O)nc2ccccc2c1=O,0.8
O=C(Nc1ccc(S(=O)(=O)N2CCCCCC2)cc1)C1CCCO1 (configuration not stated),1.4
N#Cc1cn(Cc2cccc(Cl)c2)c2ccccc12,-4.1
O=C(Nc1ccccc1)Nc1ccc(S(=O)(=O)N2CCCCC2)cc1,-2.5
Cc1ccc(C(=O)Nc2sc3c(c2C(=O)O)CCCCC3)o1,1
CC(c1nnc(SCC(=O)Nc2ccc3[nH]c(=O)[nH]c3c2)n1Cc1ccccc1)N(C)C (configuration not stated),0.99
C=C1CCN([C@H](C(=O)NCc2ccc(Cl)cc2)C(C)C)S(=O)(=O)c2ccccc21,-0.95
CSc1nnc2c3c4c(sc3c(=O)n(-c3ccccc3)n12)CC(C)(C)OC4,2.7
Cc1ccccc1C(=O)NCCSc1ccccc1,0.33
CCN(CC)CCN1C(=O)C(=O)/C(=C(/O)c2c(C)[nH]c(C(=O)OC)c2C)C1c1ccccc1OC (configuration not stated),0.86

# Retrieved by compound from the list above (four):
SMILES,Cav3 T inh
C=CCn1c(SCC(=O)Nc2sccc2C(N)=O)nc2ccccc2c1=O,0.8
Nc1nnc(SCC(=O)Nc2ccc3c(c2)OCCO3)s1,0.41
CC(c1nnc(SCC(=O)Nc2ccc3[nH]c(=O)[nH]c3c2)n1Cc1ccccc1)N(C)C (configuration not stated),0.99
CCN(CC)CCN1C(=O)C(=O)/C(=C(/O)c2c(C)[nH]c(C(=O)OC)c2C)C1c1ccccc1OC (configuration not stated),0.86

# Carrying on.
SMILES,Cav3 T inh
O=C(NCc1ccccc1)c1cc(S(=O)(=O)N2CCC3(CC2)OCCO3)ccc1F,-0.63
O=C(c1c(Cl)nc2sccn12)N1CCN(c2cccc(Cl)c2)CC1,-2
CCC(C)NC(=O)c1csc2c1CCCCC2 (configuration not stated),-0.58
CC(=O)NC(C)C(c1cccs1)N1CCN(c2ccccc2)CC1 (configuration not stated),0.79
COC(=O)[C@@H]1C[C@@H]2CC[C@@H](O)C[C@@H]2N1Cc1ccc(Cl)cc1,0.0058
CCCCN(CCCC)c1cn[nH]c(=O)c1Cl,0.56
Cc1ccc(NC(=O)/C(=C\c2ccc([N+](=O)[O-])cc2)NC(=O)c2ccccc2)cc1,-1
O=C(CSc1nnc(-c2ccco2)c(-c2ccco2)n1)Nc1ccccc1,0.18
O=C(CC1CC2CCC1C2)NCc1cccs1 (configuration not stated),0.89
CCOC(=O)c1c(C)[nH]c(C(=O)O)c1C,-0.047
C(#CC1CCCCC1)c1ccc2c(c1)COc1c3ccccc3nn1-2,-0.45
Cc1nc(-n2ncc(C#N)c2N)c2c3c(sc2n1)CCC3,-0.37
Nc1ncnc2c1ncn2[C@H]1C[C@H](O)[C@@H](CO)O1,-3.3
O=C(N/N=C\c1ccc(Cl)cc1Cl)c1sccc1-n1cccc1,-0.02
O=c1ccn([C@@H]2O[C@H](CO)[C@@H](O)[C@H]2O)c(=O)[nH]1,0.54
CCCn1nnnc1SCC(=O)Nc1cccc(NC(=O)c2ccco2)c1,0.55
COc1ccc(OC)c(CNc2ccc(F)c(Cl)c2)c1,-1.5
Cn1c(=O)c2c(-c3ccccc3)n(N3CCOCC3)cc2n(C)c1=O,1.6
C=CCN1C(=O)CN=C1Nc1ccccc1,0.33
O=C(OC1CCN(c2ccc([N+](=O)[O-])cc2)CC1)c1ccccc1,-0.76
C=CCn1c(SCC(=O)Nc2ccc3c(c2)OCO3)nnc1-c1ccccc1O,-1.5
CC1=C(C(=O)OCc2ccccc2)C(c2ccccc2OS(=O)(=O)c2ccc([N+](=O)[O-])cc2)NC(=O)N1CCCC(=O)O (configuration not stated),-0.29
O=C(CCn1nnc2ccccc21)N1CCC(O)(c2cccc(F)c2)CC1,0.49
Cc1cc(NC(=O)CSc2nc3sc(C)c(C)c3c(=O)n2C2CCCC2)no1,-2.8
COc1cccc(-c2n[nH]c(=S)n2Cc2ccco2)c1OC,0.2
CSc1nc(N)c(C#N)c(-c2ccc(Cl)cc2)c1C#N,-0.37
CCOc1ccc(C2C(C#N)=C(N)N(c3sc4c(c3C#N)CCCC4)C3=C2C(=O)CCC3)cc1 (configuration not stated),0.27
NC(=O)C1=C[C@H](c2csc3ccccc23)C[C@H](OCCCCO)O1,0.35
CCOc1ccccc1NC(=S)NCc1ccco1,0.98
C/C(=N\NC(=O)C1COc2ccccc2O1)c1ccc(C)o1 (configuration not stated),-1.2
CCOC(=O)C(C(=O)N(C)C)c1ncc(C(F)(F)F)cc1Cl (configuration not stated),-0.62
Cc1cc(C)n2nc(SCC(=O)Nc3ccc(F)cc3)nc2n1,0.011
Cn1c(=O)n(C)c2cc(CNc3ccc(N4CCOCC4)c(C(=O)O)c3)ccc21,-1.4
O=C(/C=C1\NCC2c3ccccc3CCN2C1=O)c1ccccc1 (configuration not stated),-0.8
Nc1c(NCCCN2CCOCC2)c2ccccc2oc1=O,0.74
CCOC(=O)C1CCN(S(=O)(=O)c2cnc[nH]2)CC1,-0.089

# Another view of part of the listing above.
> CSc1nc(N)c(C#N)c(-c2ccc(Cl)cc2)c1C#N
  Cav3 T inh = -0.37

> CCOc1ccc(C2C(C#N)=C(N)N(c3sc4c(c3C#N)CCCC4)C3=C2C(=O)CCC3)cc1 (configuration not stated)
  Cav3 T inh = 0.27

> NC(=O)C1=C[C@H](c2csc3ccccc23)C[C@H](OCCCCO)O1
  Cav3 T inh = 0.35

> CCOc1ccccc1NC(=S)NCc1ccco1
  Cav3 T inh = 0.98

# (more compounds)
SMILES,Cav3 T inh
COc1ccccc1C(=O)Nc1nnc(C)s1,0.22
Cc1nc2ccccc2c2c1C(=O)N(C1CCCCCCC1)C2=O,0.43
COCCCNC(=O)CS(=O)Cc1nc(-c2ccccc2C)oc1C (configuration not stated),0.35
Cn1c(=O)c2cc(NC(=O)c3ccccc3Cl)c(=O)oc2n(C)c1=O,-0.02
Cn1c(CNc2ccccc2O)nc2ccccc21,0.39
CC(C)COc1ccc(C(=O)OCCN2CCOCC2)cc1,0.4
Cc1ccc2c(c1)c1c(n2CC(O)Cn2nc(C)c(Br)c2C)CCCC1 (configuration not stated),-1.2
CC(C)Cn1c(SCC(=O)N2CCCCC2)nc2ccccc2c1=O,-3.2
COc1ccccc1N=C1SC(C(=O)Nc2ccc(F)cc2)CC(=O)N1C (configuration not stated),1.2
C1CCN(Cc2nnnn2C2CCCC2)CC1,0.49
CC1CCN(C(=O)Nc2cccc(NC(=O)N3CCC(C)CC3)c2)CC1,0.15
CC(=O)N1CCN(c2ccc(NC(=O)c3ccc4c(c3)OCCO4)cc2)CC1,-1.8
O=C1c2ccccc2C(=O)N1CCc1nc(-c2ccncc2)no1,-0.16
COc1ccc2c(c1OC)C(=O)OC2Nc1ncc(Br)cc1Br (configuration not stated),0.81
COc1cccc(NS(=O)(=O)Cc2ccccc2)c1,-0.66
COc1ccccc1NC(=O)CSc1nnc(CC(=O)Nc2cccc(C(F)(F)F)c2)n1C,-0.16
Cc1ccccc1OCCN1C(=O)NC2(CCc3ccccc32)C1=O (configuration not stated),-0.24
CCOc1ccc(Cc2nn[nH]n2)cc1,-0.079
O=C(CN1CC(=O)Oc2ccccc21)OCC(=O)c1cccc(Br)c1,0.77
CC(=O)NC(CCS(C)(=O)=O)C(=O)Nc1c(C)cccc1C (configuration not stated),0.32
O=C(Oc1ccc2c(c1)CCC2)N1CCOCC1,0.97
O=C(Oc1ccc2c(c1)OCO2)c1ccncc1,-0.11
COc1cc2c(cc1OC)C(C(=O)Nc1ccc3c(c1)OCCO3)C1c3ccccc3CCN1C2=O (configuration not stated),-0.042
O=C(CSc1nccn1-c1ccc(F)cc1)Nc1ccc2c(c1)OCO2,-1.1
COc1ccc(CCNC(=O)Cn2c(=O)cnc3ccccc32)cc1,-0.066
Fc1ccc(C2CC(c3ccccc3)Nc3ncnn32)cc1 (configuration not stated),0.51
Nc1cccc2nc3ccccc3cc12,0.073
Cc1ccccc1NC(=O)Nc1ccccc1C(=O)NCc1ccccc1,-0.28
O=C1NCCN1Cc1ccccc1F,-0.47
CN(C)/C=C(/C(=O)c1ccc(Cl)cc1)S(=O)(=O)c1ccccc1,0.28
CC12CCC(C(=O)Nc3cccnc3)(CC1=O)C2(C)C (configuration not stated),-0.25
OCCn1c(SC2CCCCC2)nc2ccccc21,0.51
COC(=O)CN1C(=O)Nc2ccc(Br)cc2C1c1ccccc1Cl (configuration not stated),-3.5
O=C(Cn1c(=O)oc2cc(S(=O)(=O)N3CCc4ccccc43)ccc21)NC1CCCC1,-0.68
COc1ccc(N2CCN(c3ccc(N)cc3C#N)CC2)cc1,-0.46
CCOC(=O)C1CCN(S(=O)(=O)c2c(C)n[nH]c2C)CC1,0.42
COC(C[C@H](O)[C@@H](C)[C@@H](O)COCc1ccccc1)OC,-0.012
CC(=O)c1cccc(NC(=O)CSCc2ccccc2)c1,-0.11
Cc1onc(-c2ccccc2)c1C(=O)Nc1ccc2c(C)cc(=O)oc2c1,0.05
COc1ccc(NC(=O)CSc2nncn2C)cc1OC,0.64
CCCCCn1c2nc3ccccc3nc2c2c(=O)n(CC(C)C)cnc21,0.078
O=C(NCc1nnc(SC/C=C/c2ccccc2)o1)c1ccco1,-2.2
Cc1ccc(S(=O)(=O)N2CCC(=O)N(C(COCc3cccc(C)c3)C(C)C)CC2)cc1 (configuration not stated),-0.74
Cc1ccc(C)c(NC(=O)CCN2CC(C)OC(C)C2)c1 (configuration not stated),0.93
Cc1ccc(-c2[nH]c3ccccc3c2C(C[N+](=O)[O-])c2ccco2)cc1 (configuration not stated),-0.85
Cc1ccccc1NC1=C(Cl)C(=O)OC1OC(C)C (configuration not stated),0.23
CCCn1nnnc1NC(=O)c1ccc(C)cc1Cl,-0.58
O=C(CC1Oc2ccccc2NC1=O)NCCCN1CCCC1=O (configuration not stated),-1.7

# Some of the entries so far, with the structure last:
Cav3 T inh	SMILES
-0.58	CCCn1nnnc1NC(=O)c1ccc(C)cc1Cl
-0.012	COC(C[C@H](O)[C@@H](C)[C@@H](O)COCc1ccccc1)OC
-0.74	Cc1ccc(S(=O)(=O)N2CCC(=O)N(C(COCc3cccc(C)c3)C(C)C)CC2)cc1 (configuration not stated)

# Compounds from the list above with a CF3 group, in the order listed:
SMILES,Cav3 T inh
CCOC(=O)C(C(=O)N(C)C)c1ncc(C(F)(F)F)cc1Cl (configuration not stated),-0.62
COc1ccccc1NC(=O)CSc1nnc(CC(=O)Nc2cccc(C(F)(F)F)c2)n1C,-0.16

# Going on with the list:
SMILES,Cav3 T inh
COc1ccc(C(=O)N/C(=C/c2cccs2)C(=O)NCCCn2ccnc2)cc1OC,0.59
CC(=O)n1cc([C@H]2C=C(C(N)=O)O[C@@H](OCc3ccc(CO)cc3)C2)c2ccccc21,0.32
COc1ccc(Oc2nc3c(c(=O)n(C)c(=O)n3C)n2Cc2cccc(OC)c2)cc1,0.11
O=C(Nc1cccc(Cl)c1)OCCN1CCN(Cc2ccccc2)CCC1=O,-0.53
CC(Oc1ccccc1Cl)C(=O)N(Cc1ccco1)C1CCS(=O)(=O)C1 (configuration not stated),0.5
CCOc1ccccc1NC(=O)CSc1nnc2c(CC)c(C)nc(N)n12,-0.34
Cc1cccc(-n2c(Cc3cc(=O)[nH]c(=O)[nH]3)nnc2SCC(=O)NCC2CCCO2)c1 (configuration not stated),0.6
CSc1cccc(NC(=O)CN(c2cc(C)ccc2C)S(C)(=O)=O)c1,-5.8*
CCN(CC)CCC(c1ccc(N(C)C)cc1)c1c(OC)cc(OC)c2c(-c3ccccc3)cc(=O)oc12 (configuration not stated),0.24
COc1cc([C@H]2c3[nH]c4ccccc4c3C[C@H]3C(=O)N4[C@@H](c5cc(OC)c(OC)c(OC)c5)c5[nH]c6ccccc6c5C[C@H]4C(=O)N23)cc(OC)c1OC,2.1
Cc1cc(NC(=O)CCC(=O)N(Cc2ccco2)C2(C(=O)NC3CCCCC3)CCN(C)CC2)no1,0.95
O=C(COC(=O)c1ccc2c(c1)OCO2)NCc1ccc(Cl)cc1,-0.3
CCc1nc(SCc2ccc(F)cc2)[nH]c(=O)c1C#N,-7.7*
COC(=O)[C@H](Cc1ccccc1)NC(=O)[C@@]1(C)C[C@@H]1[C@@H](NC(=O)OCc1ccccc1)c1ccccc1,-2.4
O=C(CNS(=O)(=O)c1cccs1)N1CCN(c2ccccn2)CC1,-0.0097
COC(=O)C1=[N+]([O-])OC(C(=O)OC)C1c1c[nH]c2ccccc12 (configuration not stated),0.73
CCCCC(=O)NN(C)c1nc(-c2ccccc2)nnc1C(F)(F)F,-0.031
Cc1c(Cl)cccc1NC(=S)NCc1ccc(Cl)cc1,-1.3
O=C(O/N=C1/CCSc2ccccc21)c1ccccc1,0.16
Cc1c(Cl)cccc1N(CC(=O)NC1CCCCC1)S(C)(=O)=O,-0.37
CCn1c2ccccc2c2nnc(SCC(=O)N3CC(C)OC(C)C3)nc21 (configuration not stated),0.46
CC(=O)n1nc(-c2ccco2)nc1N,0.029
COC(=O)c1ccc2nc(C)c(C)nc2c1,-0.87
O=C(c1ccccc1)N1CCN(c2ccc(Cl)cc2)CC1,0.011
Cn1c(=O)c(-c2ccccc2N)nc2ccccc21,0.25
CCOC(=O)C1=C(N)OC2=C(C(=O)CC(C)(C)C2)C1c1cccnc1 (configuration not stated),1.5
COc1ccc(Br)cc1S(=O)(=O)N1CCCC1,-0.15
CC(=O)c1c(C)[nH]c(C(=O)OCC(=O)Nc2cc(C)on2)c1C,0.015
COc1nc(-c2ccccc2)cc(-c2ccc(OC)c(OC)c2)n1,-2.4
COc1cc(C(=O)O)ccc1OC(C)=O,1.2
Cc1ccc(NC(=O)CCCCCC2NC(=O)NC2C)cc1 (configuration not stated),0.94
Cc1ccc(CSc2nnc(-c3ccc4c(c3)OCO4)o2)cc1,-0.038
CC1(C)C(c2ccc(Cl)cc2)=[N+]([O-])C2(CCCC/C2=N\O)N1O (configuration not stated),0.7
COc1ccc(CC(=O)Nc2ccc(S(=O)(=O)Nc3cc(C)on3)cc2)cc1,-0.38
CC(=O)Cn1c(CN2CC(C)CC(C)C2)nc2c1c(=O)n(C)c(=O)n2C (configuration not stated),0.69
Cc1cc(C(F)F)n2nc(C(=O)NCc3ccccc3F)nc2n1,-0.78

# An excerpt; rates above refer to the full screens.
